# TEAD-YAP inh = TEAD-YAP interaction inhibition. AID 1259422. HEK-TIYL cells, TEAD-Gal4/YAP UAS-luciferase luminescence. 640,000 compounds, 1.4% hits. inhibition, % at 9.12 µM; in the data active means inhibition above about 32%;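 further: 0% = median of test compound wells and 100% = reference inhibitor wells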
# GPR151 ag = activates the human receptor GPR151; PathHunter beta-arrestin GPR151 cells, luminescence; activation, % at 11.2 µM; 650,000 compounds, 1% hits; in the data active means activation above about 4.9%;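 further: 0% = median of compound wells and 100% = cells with positive control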
# Target sequence (Q8TDV0 whole entry, looked up): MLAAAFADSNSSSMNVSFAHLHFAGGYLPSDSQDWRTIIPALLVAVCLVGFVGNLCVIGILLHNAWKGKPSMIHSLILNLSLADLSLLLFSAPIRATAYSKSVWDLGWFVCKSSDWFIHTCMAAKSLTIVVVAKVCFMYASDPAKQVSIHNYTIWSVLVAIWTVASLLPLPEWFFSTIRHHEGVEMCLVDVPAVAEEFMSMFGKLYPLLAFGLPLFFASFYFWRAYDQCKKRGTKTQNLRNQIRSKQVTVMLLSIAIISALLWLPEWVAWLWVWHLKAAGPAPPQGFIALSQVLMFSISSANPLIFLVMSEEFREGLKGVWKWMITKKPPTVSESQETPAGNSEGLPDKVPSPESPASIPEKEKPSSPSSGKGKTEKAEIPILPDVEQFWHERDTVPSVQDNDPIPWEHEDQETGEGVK
# FBW7 activator = human FBW7 E3 ligase activation, primary screen; AID 1259310; 650,000 compounds, 0.13% hits; Q969H0; AlphaScreen FBW7–phospho-cyclin E peptide binding, activator screen; normalized activity (activation), % at 26.1 µM; in the data active means normalized activity above about 1.9%;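 further: purified mutant Fbw7 with reduced substrate affinity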
# MITF primary = inhibitors of human MITF. O75030. AlphaScreen MITF homodimerization, bead proximity signal. inhibition, % at 2.6 µM. 650,000 compounds, 0.91% hits. AID 1259374; in the data active means inhibition above about 50%;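 further: 0% = vehicle wells with protein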
# Target sequence (O75030 whole entry, looked up): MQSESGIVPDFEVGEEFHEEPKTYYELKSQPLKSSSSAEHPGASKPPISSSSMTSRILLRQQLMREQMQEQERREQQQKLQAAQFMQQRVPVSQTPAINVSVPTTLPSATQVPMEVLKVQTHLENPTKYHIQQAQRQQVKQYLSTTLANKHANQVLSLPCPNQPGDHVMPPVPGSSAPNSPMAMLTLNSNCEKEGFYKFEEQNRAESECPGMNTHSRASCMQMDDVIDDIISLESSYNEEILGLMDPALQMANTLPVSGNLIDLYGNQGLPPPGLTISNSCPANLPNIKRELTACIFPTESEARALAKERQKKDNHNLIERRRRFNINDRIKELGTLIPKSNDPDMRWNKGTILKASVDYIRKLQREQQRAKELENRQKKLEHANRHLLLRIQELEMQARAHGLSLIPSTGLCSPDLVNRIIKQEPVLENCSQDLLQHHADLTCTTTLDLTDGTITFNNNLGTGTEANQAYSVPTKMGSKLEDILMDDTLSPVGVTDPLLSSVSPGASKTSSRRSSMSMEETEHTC
# Numbers without * were called inactive; & = joins results of further samples.
SMILES,TEAD-YAP inh,GPR151 ag,FBW7 activator,MITF primary
O=[N+]([O-])c1ccc(-c2nc(NCCO)c3ccccc3n2)cc1,2,-0.6,0.5,25
O=[N+]([O-])c1ccc(CSc2nnc(-c3ccoc3)o2)cc1,6,2.1,0.1,-2
Cc1ccc(SCC(=O)Nc2ccc(Oc3ccc4c(c3)C(=O)N(c3ccccc3C(F)(F)F)C4=O)cc2)cc1,5,1.9,-0.2,2
COc1ccc(/C=N/Nc2ccc3ccccc3n2)cc1[N+](=O)[O-],-14,-0.7,-0.2,0
COc1ccc(-c2noc(CN3CCCCC3CCO)n2)cc1 (stereo not given),-22,1.6,0.0,7
Cc1cc(C)n(/N=C/c2cc(Cl)cc(Cl)c2O)c(=O)c1,-2,-0.7,-0.1,-14
CC(C(=O)N1CCC2(CC1)NC(=O)c1cccnc1N2C)c1n[nH]c(=O)c2ccccc12 (stereo not given),4,1.2,0.0,-12
COc1cc2c3c(c1)C1(C(=O)N3C(C)(C)C=C2C)C(C#N)=C(N)Oc2cc(O)ccc21 (stereo not given),-1,3.9,-0.3,-12
CCc1ccccc1-n1c(SCC(=O)N2CCCC2)nnc1-c1ccccn1,-2,-0.8,0.0,19
CN(C)CCN(C)c1cc(-c2cn[nH]c2)ccc1NC(=O)C1COc2ccc(F)cc2C1 (stereo not given),2,-0.7,-0.2,3
Cc1ccc(S(=O)(=O)N2CCCC2CNC(=O)C(=O)Nc2ccc(C)c(C)c2)cc1 (stereo not given),12,0.3,0.0,-19
COc1ccc(CN2C(=O)CC[C@@H]3CN(C(=O)c4ccc(C)cc4)CC[C@@H]32)cc1,8,-0.5,0.0,-10
O=C(O)c1ccccc1C(=O)Nc1cccc(Cl)c1Cl,-7,1.3,-0.1,9
CCOc1ccc(OCc2ccc(C(=O)OC)cc2)cc1,-49,-0.5,0.5,3
COc1cccc(OC)c1OCCNCC1COc2ccccc2O1 (stereo not given),-2,0.5&0.6,0.0&0.1,26&22
O=C(NCc1nc(-c2ccncc2)n[nH]1)c1ccc2c(c1)OCO2,11,-0.7,-0.1,10
Cc1ccccc1CS(=O)(=O)c1ccc(C(=O)N2CCCCC2)cc1[N+](=O)[O-],3,1.2,0.0,-5
COc1ccc(C2=N/C(=C\c3cc(Br)ccc3F)C(=O)O2)cc1OC,5,0.1,-0.1,1
Cc1nn(CCCC(=O)NC2CCCc3ccccc32)c(=O)c2nccn12 (stereo not given),9,3.3,0.1,5
CC(=O)Oc1cccc(N2C(=O)c3ccc(C(=O)Nc4c[nH]c(=O)[nH]c4=O)cc3C2=O)c1,6,1.2,-0.2,9

# An excerpt from above in order of count of non-hydrogen atoms, smallest number first.
SMILES,TEAD-YAP inh,GPR151 ag,FBW7 activator,MITF primary
O=C(O)c1ccccc1C(=O)Nc1cccc(Cl)c1Cl,-7,1.3,-0.1,9
O=C(NCc1nc(-c2ccncc2)n[nH]1)c1ccc2c(c1)OCO2,11,-0.7,-0.1,10
COc1ccc(C2=N/C(=C\c3cc(Br)ccc3F)C(=O)O2)cc1OC,5,0.1,-0.1,1
Cc1ccccc1CS(=O)(=O)c1ccc(C(=O)N2CCCCC2)cc1[N+](=O)[O-],3,1.2,0.0,-5
CC(=O)Oc1cccc(N2C(=O)c3ccc(C(=O)Nc4c[nH]c(=O)[nH]c4=O)cc3C2=O)c1,6,1.2,-0.2,9

# Remaining list, next part
SMILES,TEAD-YAP inh,GPR151 ag,FBW7 activator,MITF primary
O=C(CSc1nc2ccccc2n1CC(=O)N1CCCC1)N1CCCCC1,11,0.2,-0.1,-8
NC(=O)c1ccc(NC(=S)Nc2ccc([N+](=O)[O-])cc2)cc1,-5,-0.7,-0.2,-8
O=C(NCC(O)c1ccccc1)c1ccc(S(=O)(=O)N2CCOCC2)cc1 (stereo not given),5,3.0,0.0,-2
COc1ccc(NC(=O)Cn2ncc3cccn3c2=O)cc1OC,10,0.8,-0.1,0
CC(=O)c1c2ccccc2c2n(C)c(=O)c3ccccc3n12,-22,0.1,0.3,-11
CCOC(=O)Cn1c(=O)c2c(nc3n(-c4ccc(Cl)cc4)c(C)cn23)n(C)c1=O,5,-1.2,1.0,19
Cc1nccn1CC(=O)N1c2ccccc2Sc2ccc(C(F)(F)F)cc21,-12,-0.3,0.1,15
Cc1cc(-c2ccccc2)n(-c2n[nH]c(=S)n2N)n1,-2,-0.2,-0.1,-1
COC(C(=O)N1N=C(c2ccc(Br)cc2)CC1c1ccc(Br)cc1)c1ccccc1 (stereo not given),0,1.1,-0.1,-5
CC(NC(=O)CN1CCOCC1)c1ccc(F)cc1 (stereo not given),11,-1.1,-0.1,5
COc1cc(NC(=O)CCN2CCCC2)cc(OC)c1,8,-0.1,0.1,-5
Cc1cc2c(cc(C(=O)NCc3ccccc3)n2C)s1,-22,3.7,0.7,5
CCC(=O)N1CCc2cc(S(=O)(=O)CCC(=O)Nc3cc(C(=O)O)ccc3C)ccc21,1,-0.5,0.0,-4
COc1ccc(/C=C/CN2CCCC(CNS(=O)(=O)c3ccc(OC)cc3)C2)cc1 (stereo not given),8,1.7,-0.1,3
CCCCSCCCNC(=O)C1CCC(CNS(=O)(=O)c2ccccc2)CC1 (stereo not given),8,-1.5,0.1,4
O=C(O)CCC(=O)Nc1ccc(S(=O)(=O)c2ccc(NC(=O)CCC(=O)O)cc2)cc1,9,-0.2,0.2,10
C=CCN(CC(=O)NCc1ccccc1)C(=O)CN1C(=O)C(=O)c2ccccc21,10,-0.1,-0.1,8
COc1ccc(Br)cc1C1NC(=O)c2c(sc3c2CCCC3)N1 (stereo not given),7,0.1,-0.1,-1
CCOC(=O)CNc1nc(Cl)nc(Nc2ccc(I)cc2)n1,1,-0.8,-0.1,21
CCOC(=O)c1ccccc1NC(=O)C=C(C)C,5,0.1,0.8,-4

# 7 of the compounds above, with values under each structure.
# The line under a structure holds: TEAD-YAP inh, GPR151 ag, FBW7 activator, MITF primary
> CCC(=O)N1CCc2cc(S(=O)(=O)CCC(=O)Nc3cc(C(=O)O)ccc3C)ccc21
→ 1, -0.5, 0.0, -4
> COc1cc(NC(=O)CCN2CCCC2)cc(OC)c1
→ 8, -0.1, 0.1, -5
> CCCCSCCCNC(=O)C1CCC(CNS(=O)(=O)c2ccccc2)CC1 (stereo not given)
→ 8, -1.5, 0.1, 4
> COc1ccc(Br)cc1C1NC(=O)c2c(sc3c2CCCC3)N1 (stereo not given)
→ 7, 0.1, -0.1, -1
> Cc1cc2c(cc(C(=O)NCc3ccccc3)n2C)s1
→ -22, 3.7, 0.7, 5
> CCOC(=O)CNc1nc(Cl)nc(Nc2ccc(I)cc2)n1
→ 1, -0.8, -0.1, 21
> CCOC(=O)c1ccccc1NC(=O)C=C(C)C
→ 5, 0.1, 0.8, -4

# Further records:
SMILES,TEAD-YAP inh,GPR151 ag,FBW7 activator,MITF primary
CCN(CC)C(=O)C1C(=O)N(CCO)C2(C)CC1c1ccccc1O2 (stereo not given),-4,1.4,0.2,-3
CCOc1cc(C)c(S(=O)(=O)n2c([N+](=O)[O-])cnc2C)cc1C,1,0.1,0.2,3
O=C1N=C(N2CCN(c3ccccc3)CC2)S/C1=C/c1ccc(O)c([N+](=O)[O-])c1,-3,-0.2,0.0,9
CNC(=O)c1ccncc1Nc1cc(Nc2ccc3c(c2)CC(=O)N3)ncc1C(F)(F)F,-7,2.6,-0.2,2
COc1ccc(Cn2c(SCC(N)=O)nc3nccnc3c2=O)cc1,-9,2.0,-0.2,-8
Cn1cccc1Cc1nnc(SCC(=O)NCc2ccc3c(c2)OCO3)n1-c1ccc(F)cc1,13,-0.9,-0.9,11
CCN(CC)C(=O)C(C)Oc1ccc(Cl)cc1Cl (stereo not given),6,3.3,0.3,20
O=C(CCCn1c(=S)[nH]c2ccccc2c1=O)N1CCOCC1,1,0.8,-0.1,114*
CC(=O)c1ccc(-c2ccc(NC(C)c3ccccc3)nc2)cc1 (stereo not given),-79,1.1,-0.1,-27
Cc1ccc(NC(=O)COC(=O)COc2ccc3ccc(=O)oc3c2)cc1[N+](=O)[O-],2,1.9,0.0,4
CCCc1nc2sc3c(N(CCC)CCC)ncnc3c2c2c1COC(C)(C)C2,5,0.1,-0.1,-3
Cc1cc(C)c(C)c(OCc2nc(-c3ccccn3)no2)c1,-35,-1.1,0.0,5
CCOC(=O)C1=C(C)N=c2s/c(=C\c3cc(Br)c(O)c(OC)c3)c(=O)n2C1c1ccc(N(C)C)cc1 (stereo not given),2,1.6,-0.1,-9
CC(=O)N1CCN(C(=O)Cn2ncc3c4oc(C)cc4n(C(C)C)c3c2=O)CC1,-4,-0.1,0.0,8
COc1ccc(-n2cc(-c3ccccc3)[n+]3c2SCC3)cc1,59*,-0.1,0.2,0
COc1cc(OC)cc(C(=O)Nc2ccc(-c3nc4ncccc4o3)cc2)c1,12,-0.2,0.1,5
CC1Sc2cc(S(=O)(=O)CCC(=O)NC3CCCC(C)C3C)ccc2NC1=O (stereo not given),15,5.1*,-0.2,-2
COCCCNC(=O)c1ccc2c(c1)nc(C)n2-c1ccc(OC)cc1,2,0.2,-0.2,0
COc1ccc(-n2nc3c(c2NC(=O)c2ccc(S(=O)(=O)N(C)C)cc2)CSC3)cc1,-5,0.5,0.0,16
O=C(Cn1cnc([N+](=O)[O-])c1)OCc1ccccc1,-3,1.1,-0.1,6
COc1cccc(C2CC(=O)N3C(=C2C#N)SCC3(O)c2ccc(Cl)cc2)c1 (stereo not given),-20,-1.5,0.2,12
COC(=O)c1cc(S(=O)(=O)N(CC(C)C)CC(C)C)c[nH]1,9,-0.3,0.0,6
COCc1ccc(CN2CCC3(CCC(CNC(=O)C(C)C)O3)CC2)o1 (stereo not given),7,-1.2,0.0,-1
COCc1cc(C)nc2sc3c(c12)N(C(C)=O)C(c1ccc(F)cc1)NC3=O (stereo not given),-3,0.0,0.2,-1
CC1CN(C(=S)Nc2ccc(S(N)(=O)=O)cc2)CC(C)O1 (stereo not given),6,0.1,0.2,13
O=C(c1ccccc1)c1cc(Br)ccc1O,2,0.1,-0.2,-7
CCOC(=O)Cn1nc(C)c(NC(=O)c2ccccc2Cl)c1C,8,-0.5,0.2,5
O=C(c1c(F)cccc1F)N1CCN(S(=O)(=O)c2ccc(Br)cc2)CC1,-14,6.1*,-0.5,5
O=[N+]([O-])c1ccc(OCCCN2CCCCCC2)cc1,7,0.0,0.1,30
COc1ccccc1-c1nc(SCC(=O)N2CCC(C)CC2)c2c(=O)n(C)c(=O)n(C)c2n1,5,0.4,0.1,-10
CC(=O)/C(=N\Nc1ccc(C)cc1)N1CCOCC1,4,1.1,0.0,6
O=C(/C=C/c1ccco1)NC(=S)Nc1nc(-c2cccc([N+](=O)[O-])c2)cs1,-2,1.1,0.1,16
O=C(CN1CCN(Cc2ccc(Cl)cc2)C1=O)NCC1COc2ccccc2O1 (stereo not given),9,3.1,0.0,6
CCOc1ccc(NC(=O)c2cccc(NC3=NC4CS(=O)(=O)CC4S3)c2)cc1 (stereo not given),-4,-0.6,-0.1,7
CCOC(=O)C1=C(CSc2nnc(C)s2)NC(=O)NC1c1cc(C)ccc1C (stereo not given),-1,-0.2,0.3,23
CCOc1ccc2c(c1)C(C)=CC(C)(C)N2C(=O)C(C)N1C(=O)c2ccccc2C1=O (stereo not given),6,2.9,0.0,9
Cc1cc(OCCCCN2C(=O)NC(C)(C)C2=O)ccc1[N+](=O)[O-],3,0.9,0.1,23
CCc1ccc(NC(=O)C(CC)Sc2nc3ccsc3c(=O)n2NC(=O)c2cccc(OC)c2)cc1 (stereo not given),-35,1.5,0.1,-2
CCOC(=O)c1ccccc1NC(=O)CCCOc1ccccc1,-9,0.3,0.5,-11
C=CCn1c(COc2ccccc2)nnc1SCC(=O)Nc1ccccc1C#N,-1,-0.1,-0.1,-2
c1ccc(CNc2cc(N3CCOCC3)ncn2)cc1,-7,0.7,0.0,16
CCn1nc(C)c(CN2Cc3cc(Cl)ccc3OC(C)C2)c1C (stereo not given),1,-0.3,0.5,16
CCOc1ccc(N(C(C)C(=O)NCc2ccc(Cl)cc2Cl)S(C)(=O)=O)cc1 (stereo not given),-3,-1.2,0.0,5
CCC(CC)NC(=O)c1ccc(OC)cc1,-6,-0.5,-0.1,-8
Cc1ccccc1CN1C[C@@H]2C[C@@H](c3cnc(N4CCOCC4)s3)N3CCC[C@@]23C1=O,7,-0.5,0.0,-24
O=C1NC2(CCN(CC(=O)N3CCCc4ccccc43)CC2)Oc2ccccc21,11,0.0,-0.1,-8
CCCC(=O)c1ccc(N2CCN(S(=O)(=O)c3ccc(C)cc3)CC2)c(F)c1,7,1.1,-0.1,7
COc1ccc(S(=O)(=O)NCCC(=O)NCCC(C)C)cc1,-1,-0.5,0.1,2
COc1ccc2nc3oc(C(=O)NC4CCN(Cc5ccccc5)CC4)cc3cc2c1,5,1.0,0.0,-17
CC(C)c1ccc(C(=O)Nc2ccc(NC(=O)c3cccs3)cc2)cc1,0,0.1,-0.1,-7

# (listing goes on)
SMILES,TEAD-YAP inh,GPR151 ag,FBW7 activator,MITF primary
O=S(=O)(NC1C2CC3CC(C2)CC1C3)c1ccc(Cl)cc1 (stereo not given),-8,0.8,0.0,-5
COc1cc(C(=O)O)cc(Cl)c1OC1CCCC1,5,-1.1,0.9,8
CN(C)c1ccc(NC(=O)c2cccc([N+](=O)[O-])c2)cc1,-44,-3.2,-0.2,-6
CC(=O)Nc1cccc(C(=O)OCc2ccc(C(C)(C)C)cc2)c1,-10,2.7,-0.1,7
COc1ccc(S(=O)(=O)N(CC(=O)N2CCCCCC2)Cc2ccccc2)cc1C,8,0.0,-0.5,8
O=C(CN1C(=O)c2cccnc2Oc2ccc(Cl)cc21)Nc1ccc(F)cc1,5,-1.7,0.1,6
